Assay outcomes as filed in PubChem BioAssay.
TEAD-YAP inh: TEAD-YAP interaction inhibition, primary screen, TEAD-YAP interaction inhibitor project, luminescence, HEK-TIYL cells. inhibition, % at 9.12 µM. TEAD-Gal4/YAP UAS-luciferase luminescence. 640,000 tested, 1.4% active; in the data active means inhibition above about 32%;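 further: 0% = median of test compound wells and 100% = reference inhibitor wells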
MITF primary: MITF inhibitors, primary screen, biochemical, AlphaScreen, human | AlphaScreen MITF homodimerization, bead proximity signal | inhibition, % at 2.6 µM | Microphthalmia-associated transcription factor (Homo sapiens), O75030 | 650,000 tested, 0.91% active; in the data active means inhibition above about 50%;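 further: 0% = vehicle wells with protein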
Target sequence (O75030 whole entry, looked up): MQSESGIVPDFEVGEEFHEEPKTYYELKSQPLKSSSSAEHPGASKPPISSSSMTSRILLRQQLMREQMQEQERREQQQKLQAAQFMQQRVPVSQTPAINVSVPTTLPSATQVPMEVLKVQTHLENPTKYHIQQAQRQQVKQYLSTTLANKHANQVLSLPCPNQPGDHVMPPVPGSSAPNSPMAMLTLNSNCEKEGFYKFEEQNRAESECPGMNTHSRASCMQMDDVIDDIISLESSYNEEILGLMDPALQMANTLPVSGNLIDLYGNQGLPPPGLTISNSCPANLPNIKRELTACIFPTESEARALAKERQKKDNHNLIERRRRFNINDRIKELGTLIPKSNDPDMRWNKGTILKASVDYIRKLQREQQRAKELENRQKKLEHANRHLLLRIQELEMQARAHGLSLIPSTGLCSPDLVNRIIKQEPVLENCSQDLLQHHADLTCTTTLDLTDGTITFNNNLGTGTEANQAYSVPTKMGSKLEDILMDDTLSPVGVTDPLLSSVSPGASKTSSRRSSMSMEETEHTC
GPR151 activ: activators of human GPR151, primary screen, cell-based, PathHunter beta-arrestin, luminescence; 650,000 tested, 1% active; activation, % at 11.2 µM; PathHunter beta-arrestin GPR151 cells; G-protein coupled receptor 151 (Homo sapiens), Q8TDV0; in the data active means activation above about 4.9%;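 further: 0% = median of compound wells and 100% = cells with positive control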
Target sequence (Q8TDV0 whole entry, looked up): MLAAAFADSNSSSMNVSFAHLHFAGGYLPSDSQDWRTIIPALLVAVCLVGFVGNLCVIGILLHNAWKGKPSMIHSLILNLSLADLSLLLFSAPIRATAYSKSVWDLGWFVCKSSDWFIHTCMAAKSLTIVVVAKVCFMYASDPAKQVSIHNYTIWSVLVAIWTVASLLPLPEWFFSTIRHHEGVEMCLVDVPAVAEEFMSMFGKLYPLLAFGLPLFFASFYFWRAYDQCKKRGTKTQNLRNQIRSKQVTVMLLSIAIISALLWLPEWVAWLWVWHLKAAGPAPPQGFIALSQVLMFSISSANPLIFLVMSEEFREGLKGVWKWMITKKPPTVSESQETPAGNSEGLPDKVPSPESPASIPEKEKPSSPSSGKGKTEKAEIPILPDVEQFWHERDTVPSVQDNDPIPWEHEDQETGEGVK
FBW7 activator: FBW7 E3 ligase activators, primary screen, biochemical, AlphaScreen, human. F-box/WD repeat-containing protein 7 (Homo sapiens), Q969H0. AlphaScreen FBW7–phospho-cyclin E peptide binding, activator screen. normalized activity (activation), % at 26.1 µM. 650,000 tested, 0.13% active. AID 1259310, 2017; in the data active means normalized activity above about 1.9%;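 further: purified mutant Fbw7 with reduced substrate affinity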
Starred values were filed as active, the others as inactive; · = not tested or not shown; & = joins results of further samples.

no.	Structure	TEAD-YAP inh	MITF primary	GPR151 activ	FBW7 activator
1	CCN(CC)P1(=S)C(N(C)C)=Nc2ccc(N(C)C)cc21 (stereo unspecified)	5	35	-0.2	-0.4
2	COc1ccc(C2(CN)CCCC2)cc1OC	6	7	-0.2	0.1
3	O=C(Nc1ccc(Cl)cc1C(=O)c1ccccc1)c1ccc(Br)cc1	4	-2	0.6	0.0
4	O=C1CCC(=O)N1CN(CCCO[N+](=O)[O-])[N+](=O)[O-]	-1	-13	0.9	0.0
5	CCOC(=O)C1C2NC(=S)N(c3c(C)cccc3C)C1(C)Oc1ccc(OC)cc12 (stereo unspecified)	-16	40	-1.0	-0.2
6	CN(C)c1cccc(N2Cc3ccccc3C2=N)c1	-1	23	0.2	0.0
7	O=[N+]([O-])N=C1NCN(c2ccc(Cl)cc2)CN1	2	-2	1.2	0.0
8	CN[C@@H]1C[C@H]2O[C@@](C)([C@@H]1OC)n1c3ccccc3c3c4c(c5c6ccccc6n2c5c31)C(=O)NC4	102*	19&17	-0.6&0.0	0.3
9	N#Cc1ccc(NC(=O)c2ncoc2-c2ccccc2F)cc1Cl	3	-3	0.2	0.3
10	N#Cc1ccc(NC(=O)c2cc(F)cc(F)c2)cc1Cl	4	7	-1.8	0.1
11	O=C(CCNS(=O)(=O)c1ccccc1)Nc1ccc(Br)cc1C(=O)c1ccccc1	-3	-1	-0.3	-0.2
12	Cc1ccc(-n2c(-c3ccccc3F)nc3ccccc3c2=O)cc1C	-8	1	0.1	-0.1
13	CCCN1CCc2cc(O)cc3c2[C@H]1Cc1ccc(O)c(O)c1-3	-3	-3	-0.2	-0.3
14	O=c1c2ccccc2nc(/C=C\c2ccccc2F)n1-c1ccc(F)cc1	-4	-3	0.9	-0.1
15	COCCn1nnnc1CN1CCC(n2c(C)nc3cc(C(F)(F)F)ccc32)CC1	-7	-10	1.4	0.1
16	CCc1nn2c(=O)cc(N3CCNCC3)nc2s1	0	12	-1.4	0.5
17	CCCN1CCN(C(=O)Cc2c(C(=O)O)n(C)c3ccccc23)CC1	1	-6	-0.9	0.1
18	O=C(CN1CCN(C(=O)COc2ccccc2F)CC1)c1ccco1	0	41	0.4	-0.4
19	CC1=CC(=O)NP(=O)(Oc2ccc(Cl)cc2)N1 (stereo unspecified)	7	9	-0.1	0.3
20	COc1cccc(CNCCc2ccccc2F)c1OC	-14	-9	1.4	0.1
21	COc1ccccc1CN1CCN(C(C)C)C(CCO)C1 (stereo unspecified)	9	10	1.1	0.0
22	COc1ccccc1/C=c1\sc2n(c1=O)C1c3ccccc3OC(C)(N=2)C1C(C)=O (stereo unspecified)	6	-6	0.0	0.1
23	CCOC(=O)N1CCN(CC(=O)Nc2ccc(Br)cc2C(=O)c2ccccc2Br)CC1	-5	-1	-1.2	0.0
24	COc1cc2c(cc1OC)[C@@H]1C(=O)c3ccc(OC)c(CC=C(C)C)c3O[C@@H]1CO2	8	2	1.2	-0.1
25	COc1ccc(NC(=O)CN2C(=O)C(C)N=C(c3ccccc3)c3ccccc32)c(OC)c1 (stereo unspecified)	21	15	0.6	0.0
26	CCCN1CCN(Cc2cccc(OC)c2)C(CCO)C1 (stereo unspecified)	12	6	1.6	0.0
27	O=C1CSC(c2ccccc2)c2c(-c3ccccc3)nn(-c3ccccc3)c2N1 (stereo unspecified)	-16	24	0.8	0.8
28	COC(=NC1CCCC1)C(O)c1c[nH]c2ccccc12 (stereo unspecified)	10	4	-0.2	-0.1
29	O=P(C(Cl)Cl)(N1CCOCC1)N1CCOCC1	4	15	1.7	0.0
30	O=c1c2ccccc2nc(-c2cccnc2)n1-c1ccc(Br)cn1	9	2	0.8	-0.1
31	CCN1CCN(Cc2ccc(OC)c(C)c2)CC1	5	14	0.7	0.2
32	CCN1C(=O)N(c2ccccc2)P(=S)(N2CCOCC2)c2cc3c(cc21)OCCO3 (stereo unspecified)	2	26	1.8	0.8
33	N=C1Cc2ccccc2CN1c1ccccc1	-5	11	-0.1	0.0
34	COc1ccc(CCNCc2cccc(OC)c2OC)cc1	1	47	1.7	0.1
35	CNc1ccc([N+](=O)[O-])c2cccnc12	-7	16	0.2	-0.4
36	Cc1cc(Br)c2[nH]cc(CCN)c2c1	20	-3	0.0	0.0

Molecules from the list above with a cyano group:
no.	Structure	TEAD-YAP inh	MITF primary	GPR151 activ	FBW7 activator
9	N#Cc1ccc(NC(=O)c2ncoc2-c2ccccc2F)cc1Cl	3	-3	0.2	0.3
10	N#Cc1ccc(NC(=O)c2cc(F)cc(F)c2)cc1Cl	4	7	-1.8	0.1

Other records follow.
no.	Structure	TEAD-YAP inh	MITF primary	GPR151 activ	FBW7 activator
37	CN1CCN(c2ccc(/C=C(\C#N)C(N)=O)cc2[N+](=O)[O-])CC1	0	16	17*	0.2
38	CCCn1nc(C(=O)NCc2cccc(OC)c2)c2ccc(-c3cn[nH]c3)cc21	-7	15	-0.4	-0.1
39	Nc1nc2nonc2n2nnnc12	8	-8	0.6	0.1
40	CCOC(=O)C1(CCc2ccccc2)CCN(C2CCSCC2)CC1	3	-23	1.9	0.1
41	Nc1ccc2c(c1)C13CCN4CC5=CCOC6CC(=O)N2C1C6C5CC43 (stereo unspecified)	-8	-7	-0.6	-0.3
42	CC(=O)c1ccc(NC(=O)c2cn(CCC#N)nc2-c2ccc(C)c(C)c2)cc1	8	-6	1.1	0.0
43	O[C@@H]1CCCC[C@H]1N1CCC(c2ccccc2)CC1	9	13&2&8	-0.3&-0.7&2.1	0.5&0.1&0.1
44	CC1(C)COP(=S)(C(Nc2ccccc2)c2ccccc2)OC1 (stereo unspecified)	3	13	2.3	0.0
45	COc1ccc(-n2c(=O)[nH]c3cc(OC)c(OC)cc3c2=O)cc1	-1	2	1.7	-0.1
46	COc1ccccc1/C=C/C1=CCN(C)CC1	-10	2	1.2	-0.1
47	COc1ccc(/C=C/c2nc3ccccc3c(=O)n2-c2ccc(F)cc2)cc1	10	4	-1.5	0.5
48	CC(C)N1CCN(Cc2ccccc2Br)CC1	-2	51*	1.9	-0.1
49	Cc1ccc(C(=O)NC(CO)C(=O)O)cc1N(CCCl)CCCl (stereo unspecified)	0	-9	2.9	-0.2
50	Oc1ccc2c3c1OC1C(O)CC[C@@]4(O)[C@@H](C2)N(CC2CCC2)CC[C@]314 (stereo partly specified)	-8	5	0.3	0.0
51	N#Cc1ccc(NC(=O)CN2c3cccc4cccc(c34)S2(=O)=O)cc1Cl	17	19	5.2*	1.3
52	CC(N)C(=O)OC(C)(C)Cc1ccc(Cl)cc1 (stereo unspecified)	-15&-3	-7&6	-0.8&-0.2	0.0&0.1
53	CCN1CCN(C(=O)COc2ccc(Cl)cc2Cl)CC1	-11	-4	-0.5	0.2
54	CCN1CCN(c2ccc([N+](=O)[O-])c(-n3nc(C)cc3C)c2)CC1	-1	15	1.1	0.1
55	Cc1ccccc1CN1CCN(CC(C)C)C(CCO)C1 (stereo unspecified)	5	-1	-0.7	-0.2
56	CCC1CO/C(=C(\C=C(/Cl)[N+](=O)[O-])[N+](=O)[O-])N1Cc1ccc(Cl)nc1 (stereo unspecified)	-9	6	-0.9	0.1
57	CCOc1ccc(NC2=NCCCS2)cc1	-10	1	-1.4	0.0
58	O=c1c2ccccc2[nH]c(=S)n1-c1ccccc1F	-7	10	-0.1	0.0
59	COc1ccccc1N1CCN(C2CCCN(C(=O)Cc3cccc(F)c3)C2)CC1 (stereo unspecified)	-2	7	-0.5	0.0
60	O=C(NC12CC3CC(CC(C3)C1)C2)OC1CN2CCC1CC2 (stereo unspecified)	2	-14	2.8	-0.1
61	O=C1NC(=O)C2(C(=O)N1)C(c1cccs1)NC(=S)NC2c1cccs1 (stereo unspecified)	-7	2	0.6	-1.0
62	CC(C)NC(=O)/C=C/c1ccc(C(C)C)cc1	-51	11	-0.6	0.6
63	Cc1cc(OCC(=O)c2ccc(Br)cc2)c2c3c(c(=O)oc2c1)CCC3	14	10	0.1	0.0
64	O=C(CF)NC(NC(=S)Nc1ccc(C(=O)O)cc1)C(Cl)(Cl)Cl (stereo unspecified)	6&2	-3&-2	0.7&-0.1	0.5&0.0
65	Cc1nc(NC(O)C(Cl)(Cl)Cl)sc1C (stereo unspecified)	0	-8	-0.9	-0.1
66	N#CCCn1cc(C(=O)n2nnc3ccccc32)c(-c2cccc([N+](=O)[O-])c2)n1	2	4	-0.6	0.0
67	CCCC12CN3CCN(CC(C3)C1O)C2 (stereo unspecified)	-8	3	-0.2	0.2
68	O=C(NCC1COCCO1)c1ccc(CN2CC=C(c3ccccc3)CC2)[nH]c1=O (stereo unspecified)	-2	-12	-0.3	-0.1
69	CC1O[C@@H](OC2C[C@@H](O)[C@]3(CO)[C@H]4[C@H](O)C[C@]5(C)C(C6=CC(=O)OC6)CC[C@]5(O)[C@@H]4CC[C@]3(O)C2)C(O)[C@@H](O)[C@H]1O (stereo partly specified)	·	-1	0.2	0.2
70	CC(C)Oc1ccc(Br)cc1C=C1C(=O)NC(=O)NC1=O	5	-1	-1.0	0.1
71	C=CCN1C(=O)C2(C(C(=O)OCC)=C(N)Oc3ccccc32)c2c1c1ccccc1oc2=O (stereo unspecified)	3	20	-1.3	0.3
72	O=c1c2ccccc2nc(/C=C/c2ccccc2Cl)n1-c1ccccc1O	-8	11	1.2	0.0

Arranged by formula weight (highest first): six of the compounds above.
no.	Structure	TEAD-YAP inh	MITF primary	GPR151 activ	FBW7 activator
71	C=CCN1C(=O)C2(C(C(=O)OCC)=C(N)Oc3ccccc32)c2c1c1ccccc1oc2=O (stereo unspecified)	3	20	-1.3	0.3
63	Cc1cc(OCC(=O)c2ccc(Br)cc2)c2c3c(c(=O)oc2c1)CCC3	14	10	0.1	0.0
68	O=C(NCC1COCCO1)c1ccc(CN2CC=C(c3ccccc3)CC2)[nH]c1=O (stereo unspecified)	-2	-12	-0.3	-0.1
64	O=C(CF)NC(NC(=S)Nc1ccc(C(=O)O)cc1)C(Cl)(Cl)Cl (stereo unspecified)	6&2	-3&-2	0.7&-0.1	0.5&0.0
66	N#CCCn1cc(C(=O)n2nnc3ccccc32)c(-c2cccc([N+](=O)[O-])c2)n1	2	4	-0.6	0.0
67	CCCC12CN3CCN(CC(C3)C1O)C2 (stereo unspecified)	-8	3	-0.2	0.2

(continued)
no.	Structure	TEAD-YAP inh	MITF primary	GPR151 activ	FBW7 activator
73	O=c1[nH]c(=S)n(-c2ccccc2F)c(O)c1C=NCc1ccco1	0	-1	-0.4	0.0
74	Cc1ccccc1CN1CCN(c2ccccc2F)CC1	2	7	0.0	0.1
75	CN(C)C(=O)Oc1c(Br)cc(Cl)c2cccnc12	-1	5	1.5	-0.2
76	C=CCN1C(=O)C2(C(C#N)=C(N)OC(C)=C2C(=O)OCCOC)c2ccccc21 (stereo unspecified)	4	16	-0.5	-0.1
77	Cc1ccc(C2=CCN(CC(=O)NC(C)C)CC2)o1	-7	1	0.7	0.0
78	CC1N=C(c2ccccc2)c2ccccc2N(CC(=O)NCCc2ccccc2)C1=O (stereo unspecified)	12	3	-0.7	0.0
79	O=C(COc1ccccc1)N1CCN(Cc2ccc(F)cc2)CC1	0	47	2.3	0.0
80	O=C(O)c1ccccc1C(=O)Nc1cccc2ccccc12	7	-1	-0.9	-0.1
81	Cn1ccnc1C1(O)CC2CCC(C1)N2CC(=O)Nc1ccccc1N1CCOCC1 (stereo unspecified)	-1	22	1.2	0.0
82	Cc1nn(CCC#N)c2c1P(=S)(N1CCCCC1)OC(c1ccc([N+](=O)[O-])cc1)=N2 (stereo unspecified)	5	20	-0.7	0.0
83	S=P(Nn1cnnc1)(c1ccccc1)c1ccccc1	-1	-5	-0.5	0.1
84	Cc1ccc(C2=NCC(=O)Nc3ccc(Br)cc32)cc1	4	1	0.9	-0.1
85	COc1cccc(CN(CCN(C)C)C(=O)c2cn(CCN3CCCC3)c3cc(-c4cn[nH]c4)ccc23)c1	-14	4	0.8	0.2
86	CCN1C(=O)NC(=O)/C(=C\c2cn(CC(=O)N3CCCCC3C)c3ccccc23)C1=O (stereo unspecified)	-14	4	-2.3	-0.8
87	OC1(c2ccc(F)cc2)CC2CCC(C1)N2 (stereo unspecified)	-1	8	1.0	0.1
88	CCNc1cc2oc(=O)cc(C(F)(F)F)c2cc1C	-8	3	3.9	0.2

This is a subset. The share of hits here may be higher or lower than overall.
